Source: PubChem
APEX1 inh: qHTS Assay for Inhibitors of the Human Apurinic/apyrimidinic Endonuclease 1 (APE1) | DNA repair nuclease/redox regulator APEX1 (Homo sapiens), P27695 | recombinant APE1, TAMRA/BHQ-2 abasic DNA cleavage fluorescence | AID 2517, 2012 | 350,000 compounds, 0.35% hits | Potency, µM (titrated, usually from 65.8 µM), without a hit: at the highest dose activity change, negative = inhibition, usual class: inhibitors;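 also: potency is read from the fitted curve at half-maximal effect; plate controls were vehicle for no effect and reference inhibitor for full effect; nearly all actives have a fitted effect of over 55% in size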
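Activity was derived from the fluorescence gain between first and third kinetic reads (60 s intervals, ex 525/em 598 nm) after 50 nM THF-abasic TAMRA/BHQ-2 duplex was added to 0.75 nM APE1 preincubated 15 min with compound.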
ERG-DNA inh: qHTS for Small Molecule Inhibitors of the ERG Ets/DNA interaction. 370,000 compounds, 0.028% hits. Transcriptional regulator ERG (Homo sapiens), P11308. Potency, µM (highest dose often 76.9 µM), for inactives: top-dose FP activity, negative = inhibition, hits mostly inhibitors. fluorescence polarization, His-ERG Ets domain / labelled DNA. AID 624246, 2012; active = well fitted inhibition curve with a large enough effect in the polarisation, with a control signal flat; inconclusive = small, poorly fitted or top-dose-only effect, or effect the other way, or a change in a side signal; inactive = no such curve, though single readings can be large or run the other way; the % refers to the polarisation;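 also: polarization taken with two DNA probes labelled with fluorescein and Texas red; potency is read from the fitted curve at half-maximal effect; % of control where 0% means no effect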
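His-tagged ERG Ets domain (1 uM in the protein solution; 300mM KCl, 50mM Tris-HCl, 1mM EDTA, 1mM DTT, pH 7.5) received compound, then a probe mix of 5 nM fluorescein-DNA and 100nM Texas-615-DNA. Fluorescence polarization was read for both dyes.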
Anesthetic bind: qHTS Assay for Identification of Novel General Anesthetics; Ferritin light chain (Equus caballus), P02791; apoferritin/1-aminoanthracene competitive binding, fluorescence; Potency, µM (titrated, usually from 77.5 µM), for the others: at the highest dose activity change, negative = displacement, usual class: inhibitors; 350,000 compounds, 0.074% hits; AID 485281, 2010; also: potency is read from the fitted curve at half-maximal effect; % is scaled to controls: 0 for no effect and ±100 for the full control effect; nearly all actives have a fitted effect of over 20% in size
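10 uM apoferritin + 50% sat. 1-AMA, PBS; cpd 10 min RT; Ex380/Em535 endpoint; normalized to free probe vs complex; 4-param Hill fit; propofol titration as pos. ctrl.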
POLI inh: qHTS for Inhibitors of Polymerase Iota | Pol iota fluorescent replication assay, 10 min | 390,000 compounds, 1% hits | DNA polymerase iota (Homo sapiens), Q9UNA4 | Potency, µM (series often up to 115 µM), without a hit: at the top dose activity, negative = inhibition, hits mostly inhibitors; also: potency is read from the fitted curve at half-maximal effect
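Pol iota at 10 nM preincubated 15 min with compounds at room temperature; reaction started with fluorescent substrate, 50 nM final. Fluorescence read kinetically at 0 and 10 min; buffer-only wells as negative control.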
Pol kappa inh: qHTS for Inhibitors of Polymerase Kappa; AID 588579, 2011; Potency, µM (titrated, usually from 107 µM), without a hit: at the top dose activity, negative = inhibition, hits mostly inhibitors; purified Pol kappa, fluorescent DNA synthesis assay, 10 min; 400,000 compounds, 0.53% hits; DNA polymerase kappa (Homo sapiens), Q9UBT6; also: potency is read from the fitted curve at half-maximal effect; % is scaled to controls: 0 for no effect and ±100 for the full control effect
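10 nM Pol kappa preincubated 15 min at room temperature with compounds, then reaction started with substrate at 50 nM final. Fluorescence read kinetically at 0 and 10 min; buffer-only wells served as negative control.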
12-LOX inh: Primary qHTS assay for inhibitors of human arachidonate 12S-lipoxygenase (ALOX12): Round 2 | purified 12hLO, xylenol orange hydroperoxide absorbance | AID 1671190, 2021 | 580,000 compounds, 1.1% hits | Polyunsaturated fatty acid lipoxygenase ALOX12 (Homo sapiens), P18054 | Potency, µM (top dose mostly 108 µM), without a hit: at the highest dose activity change, negative = inhibition, most hits filed as inhibitors; also: potency is read from the fitted curve at half-maximal effect; % is scaled to controls: 0 for no effect and ±100 for the full control effect
Target sequence (P18054 whole entry, looked up): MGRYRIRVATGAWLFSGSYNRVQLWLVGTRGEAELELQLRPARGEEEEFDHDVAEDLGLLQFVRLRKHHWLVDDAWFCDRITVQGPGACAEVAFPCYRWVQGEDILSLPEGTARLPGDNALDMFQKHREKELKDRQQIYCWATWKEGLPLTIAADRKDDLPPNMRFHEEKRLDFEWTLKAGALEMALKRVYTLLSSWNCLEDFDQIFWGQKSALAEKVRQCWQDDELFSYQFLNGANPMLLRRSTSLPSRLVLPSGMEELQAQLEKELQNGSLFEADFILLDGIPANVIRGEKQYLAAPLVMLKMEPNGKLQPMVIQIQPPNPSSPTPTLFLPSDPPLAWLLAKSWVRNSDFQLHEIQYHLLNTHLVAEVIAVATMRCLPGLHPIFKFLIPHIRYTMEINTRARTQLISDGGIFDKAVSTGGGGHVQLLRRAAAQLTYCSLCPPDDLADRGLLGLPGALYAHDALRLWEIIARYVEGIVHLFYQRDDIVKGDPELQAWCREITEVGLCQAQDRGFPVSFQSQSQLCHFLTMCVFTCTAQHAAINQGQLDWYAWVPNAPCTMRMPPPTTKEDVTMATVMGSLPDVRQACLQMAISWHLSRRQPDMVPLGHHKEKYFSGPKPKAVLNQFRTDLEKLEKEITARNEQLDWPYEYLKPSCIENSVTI
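Purified human 12hLO (150 nM final) in 25 mM Hepes, 0.01% Triton X-100, pH 7.0 was preincubated 15 min at room temperature with compound. Then 40 uM arachidonic acid was added, 30 min. Hydroperoxide was read by Fe-XO absorbance ratio 573/405 nm.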
Pol beta inh: qHTS Assay for Inhibitors of DNA Polymerase Beta; Potency, µM (titrated, usually from 114 µM), for inactives: at the highest dose activity change, negative = inhibition, usual class: inhibitors; P06746; Pol beta primer extension/strand displacement, fluorescence kinetic; 340,000 compounds, 1.3% hits; also: potency is read from the fitted curve at half-maximal effect; % is scaled to controls: 0 for no effect and ±100 for the full control effect
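Pol beta (10 nM) was preincubated with compound for 15 min at room temperature. The reaction was then started with 50 nM substrate and read immediately and after a further 10 min at room temperature.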
TRHR ag: qHTS for Small Molecule Agonists and Allosteric Enhancers of Human TRH Receptor: Primary Screen for Agonists. activation, % at 2 µM. 360,000 compounds, 0.18% hits. TRHR cells, calcium flux fluo-8, FDSS agonist mode. AID 493084, 2011. Thyrotropin-releasing hormone receptor (Homo sapiens), P34981; in the data active = activation above about 30%; also: 0% is about no effect
Target sequence (P34981 whole entry, looked up): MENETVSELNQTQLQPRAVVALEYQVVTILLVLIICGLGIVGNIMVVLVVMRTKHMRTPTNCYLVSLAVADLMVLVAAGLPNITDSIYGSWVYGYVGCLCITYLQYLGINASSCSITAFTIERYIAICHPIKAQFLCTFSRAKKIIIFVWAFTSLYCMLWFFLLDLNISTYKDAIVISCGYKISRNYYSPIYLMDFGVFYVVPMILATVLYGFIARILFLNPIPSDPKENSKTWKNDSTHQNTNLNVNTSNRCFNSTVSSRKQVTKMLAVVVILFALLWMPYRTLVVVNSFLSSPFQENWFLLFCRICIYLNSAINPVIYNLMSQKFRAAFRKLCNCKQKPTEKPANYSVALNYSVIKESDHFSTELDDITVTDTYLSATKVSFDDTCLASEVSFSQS
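TRHR-expressing cells loaded with fluo-8 calcium dye; 23 nL library compound pin-transferred, kinetic FDSS fluorescence (Ex 480/Em 530) recorded about 180 s for agonist-induced calcium release, before a 10 nM TRH EC20 addition for potentiator mode.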
BLM inh: qHTS Assay for Inhibitors of Bloom's syndrome helicase (BLM) | 350,000 compounds, 0.2% hits | recombinant BLM DNA unwinding, fluorescence dequenching | Potency, µM (top dose mostly 56.1 µM), inactives show top-dose activity change, negative = inhibition, usual class: inhibitors;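 also: potency is read from the fitted curve at half-maximal effect; plate controls were vehicle for no effect and no enzyme for full effect; nearly all actives have a fitted effect of over 35% in size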
The depositor's hits bear a star; u = inconclusive; x = not tested or not shown; [ ] = another dose, or the depositor's remark. Unless noted, calls follow the shape of the dose curve; as a rule, active = well fitted curve in the direction sought with a large enough effect; inconclusive = small, poorly fitted or top-dose-only effect, or another doubt; inactive = no such curve, though single readings can be large; an effect the other way counts as inactive or inconclusive. These rows are one share of the data. The share of hits here may be higher or lower than overall.

SMILES	APEX1 inh	ERG-DNA inh	Anesthetic bind	POLI inh	Pol kappa inh	12-LOX inh	Pol beta inh	TRHR ag	BLM inh
C=CCSc1nnc2n(-c3ccccc3OC)c(=O)c3c4c(sc3n12)CCC4	3%	0%	3%	-4%	-1%	-1%	-2%	-1.0	2%
O=C(NCc1ccccc1)NC1CCS(=O)(=O)C1 (stereo not drawn)	11%	2%	-2%	-1%	0%	1%	17%	0.6	3%
CC1CCCc2sc3nc(SCC(=O)c4ccc(Br)cc4)nc(N)c3c21 (stereo not drawn)	x	10%	-14%	14%	2%	-28%	20%	-0.9	-13%
O=C(N/N=C/c1coc2ccccc2c1=O)c1ccccc1Br	6%	9%	1%	9%	-25%	11%	5%	-0.6	1%
Cc1nc(N2CCOCC2)c2cc(-c3ccccc3)sc2n1	2%	0%	-15%	u	5%	-20%	5%	0.1	0%
COc1cc(C(=O)NCCNc2nc3cc(C)ccc3cc2C#N)cc(OC)c1OC	-2%	3%	38%[activator]	27%	0%	u	22%	-0.5	-4%
CC(C)c1ccc(/C=C2\NC(=O)NC2=O)cc1	-1%	-1%	-3%	-15%	-1%	u	u	0.0	-11%
Cc1nn(C)c(C(=O)N/N=C/c2cccnc2)c1Br	-1%	-4%	-2%	17%	12%	10%	0%	0.2	-4%
O=C(NC(=S)Nc1ccc(N2CCCCC2)c(Cl)c1)c1cccs1	x	-4%	x	18%	-2%	u	x	x	x
Cc1cnc(NC(=O)CSc2nnc3ncccn23)s1	29%[12.4 µM]	-2%	4%	52%[activator]	2%	-23%	-8%	0.3	0%
CN(C)c1ccc(CNC(=O)c2ccc(NC(=O)N3CCCCc4ccccc43)cc2)cc1	x	3%	-10%	51%[activator]	1%	-11%	5%	-0.8	-1%
COc1ccc(OC)c(/C=N/n2c(C)nc3ccccc3c2=O)c1	x	10%	x	24%	-4%	-47%	x	x	x

Fetched by structure from above (2):
SMILES	APEX1 inh	ERG-DNA inh	Anesthetic bind	POLI inh	Pol kappa inh	12-LOX inh	Pol beta inh	TRHR ag	BLM inh
O=C(N/N=C/c1coc2ccccc2c1=O)c1ccccc1Br	6%	9%	1%	9%	-25%	11%	5%	-0.6	1%
CN(C)c1ccc(CNC(=O)c2ccc(NC(=O)N3CCCCc4ccccc43)cc2)cc1	x	3%	-10%	51%[activator]	1%	-11%	5%	-0.8	-1%

(cont.)
SMILES	APEX1 inh	ERG-DNA inh	Anesthetic bind	POLI inh	Pol kappa inh	12-LOX inh	Pol beta inh	TRHR ag	BLM inh
O=C(c1ccc(Cl)c([N+](=O)[O-])c1)N(c1ccccn1)c1ccccn1	6%	-2%	3%	21%	-1%	1%	7%	-0.2	-2%
Cc1nn(C)c(C)c1NC(=O)C12CC3CC(CC(C3)C1)C2	8%	0%	u	228%[activator]	-11%	-7%	1%	-0.3	-5%
COc1ccc(-c2cc(C3CC3)nc3sc(C#N)c(N)c23)cc1	-7%	-1%	65%[activator]	5%	-19%	-29%	0%	0.3	-16%
O=C(COC(=O)c1ccc2c(c1)OCCO2)NCCc1ccc(F)cc1	2%	-3%	x	-4%	12%	214%[activator]	x	x	x
Cc1c(C(=O)N2CCN(C(=O)c3ccco3)CC2)oc2c(Cl)cccc12	3%	3%	x	27%	-3%	0%	x	-0.2	x
Cc1ccc(Cn2c(=O)sc3ccccc3c2=O)cc1	-3%	x	-3%	28%	-5%	26%	-2%	0.2	-4%
COC(=O)c1ccc(S(=O)(=O)N2CCC(C(N)=O)CC2)n1C	-2%	12%	8%	11%	-8%	0%	18%	0.8	-2%
CS(=O)(=O)c1nc(S(=O)(=O)c2ccc(Cl)cc2)c(NCc2ccccn2)s1	-4%	-2%	-8%	92%[activator]	-8%	5%	9%	-0.1	-11%
O=C(O)/C=C\C(=O)Nc1ccc(N2CCN(c3cccc(Cl)c3)CC2)cc1	-1%	-4%	-22%	55%[activator]	-12%	0%	-1%	-0.1	0%
COc1cc(NC(=O)Cn2cnc3ccccc3c2=O)c(OC)cc1Cl	8%	-13%	-9%	26%	-2%[60.1 µM]	u	20%	-0.4	-1%
Cc1cccc(C(=O)NNC(=O)CSc2nnc(C(C)C)n2C)c1	3%	-15%	-6%	26%	-7%	-7%	35%	0.2	-3%
Cc1nnc(NC(=O)CN2CCN(Cc3ccccc3Cl)CC2)s1	15%	0%	6%	-17%	-6%	0%	-1%	0.7	-10%
O=C(O)c1ccccc1SCCS(=O)(=O)c1ccc(Cl)cc1Cl	-9%	1%	6%	-19%	7%	x	-2%	1.2	0%
C=C(CCO)C1=CCN(S(=O)(=O)C(C)(C)C)[C@H]1CCO	x	2%	x	5%	6%	-7%	x	x	x
COc1ccccc1OCC(=O)Nc1ccccc1C(=O)NCc1cccnc1	0%	-6%	6%	32%[activator]	-8%	2%	34%	0.4	-7%
Cn1cc(-c2nc3cnc(OCc4ccccc4)nc3n(CCC#N)c2=O)c2ccccc21	3%	x	x	x	1%[60.1 µM]	u	x	x	2%
CC1CCc2nn(CC(=O)N3CCCCCC3)cc2C1 (stereo not drawn)	-11%	-6%	-6%	10%	1%	443%[activator]	-18%	0.6	-2%
COc1ccc(C(=O)OCn2nnc3ccccc3c2=O)cc1	-4%	-1%	-17%	108%[activator]	1%	-7%	37%	-0.5	-1%
Cc1ccccc1NC(=O)Cn1c(=O)oc2ccccc21	4%	-3%	-8%	10%	-12%	11%	26%	0.8	-10%
Cc1cccc(Oc2ccc(S(=O)(=O)N3CCCCC3)cc2N)c1	-12%	-6%	0%	4%	-6%	-9%	10%	0.6	-9%
c1ccc(-c2csc3nnc(SCc4ccc5c(c4)OCO5)n23)cc1	3%	5%	-8%	-11%	-23%	316%[activator]	-4%	-0.1	-1%
CC(C)C[C@@H](CN1CCCC1CN1C(=S)NC[C@@H]1Cc1ccc(O)cc1)N1C[C@H](Cc2ccccc2)N(CC2CCCCCC2)C1=S (stereo partly drawn)	x	-5%	x	29%	1%	u	x	x	x
CCOc1ccc2nc(NC(=O)C(NS(=O)(=O)c3cccc4nsnc34)C(C)C)sc2c1 (stereo not drawn)	0%	9%	u	23%	-2%	23%	1%	-1.3	-12%
O=C(CN1CCN(Cc2ccccc2)CC1)NC(=O)NCc1ccco1	0%	-12%	-16%	u	-15%	0%	u	-0.3	-16%
O=C(CSc1ncccn1)N1CCN(Cc2ccccc2)CC1	1%	1%	-7%	9%	-6%	-20%	7%	0.1	3%
CN1CCN(C=NC2=NN(c3cccc(C(F)(F)F)c3)CC2)CC1	-3%	-1%	2%	19%	-10%	u	-13%	0.3	6%
COC(=O)c1ccccc1NC(=O)CSc1nnc(C(CO)NC(=O)c2ccccc2Cl)n1C (stereo not drawn)	4%	3%	-10%	0%[58.9 µM]	-13%	-3%	55%	0.7	1%
O=C(O)C1CCN(C(=O)CSc2nc3ccccc3c(=O)n2-c2ccc(Cl)cc2)CC1	15%	14%	-2%	-4%	9%	-10%	12%	0.9	1%
FC(F)(F)c1ccc(CSc2nccn2-c2ccccc2)cc1	20%	-12%	-23%	0%	-19%	0%	2%	-0.9	-4%
CCCn1c(SCC(O)c2ccccc2)nc2ccccc21 (stereo not drawn)	x	-3%	-9%	-2%	-4%	u	-3%	-0.8	0%
CC(Oc1ccc(Cl)cc1)C(=O)Nc1ccccc1C(=O)N1CCOCC1 (stereo not drawn)	-1%	-4%	-3%	13%	-9%	1%	-1%	0.2	4%
S=C(NCCc1ccccc1)N1CCn2cccc2C1c1ccncc1 (stereo not drawn)	-1%	1%	-5%	148%[activator]	-5%	-11%	24%	0.6	-3%
CCCCn1c(=N)n(CC(O)c2ccccc2)c2ccccc21 (stereo not drawn)	22%	-1%	-13%	10%	-11%	0%	u	1.4	3%
CN=C(Nc1cccnc1)c1cccc(C(F)(F)F)c1	41%	1%	4%	29%	8%	u	1%	1.6	-1%
Cc1nc2ccccn2c1C(=O)N/N=C/c1ccc(CNC(=O)C(=O)Nc2ccccc2)o1	-3%	x	-18%	89µM*	-20%	6%	u	0.8	-19%
O=C(OCC(=O)N(C1CCCCC1)C1CCCCC1)c1ccccc1O	-19%	-1%	1%	38%[activator]	-19%	2%	-9%	-0.3	-8%
COc1ccc(-c2cc(=O)c3c(O)c(OC)c(O[C@@H]4OC(COC5OC(C)C(O)C(O)[C@@H]5O)C(O)C(O)C4O)cc3o2)cc1 (stereo partly drawn)	-7%	x	-5%	x	-10%[60.1 µM]	x	x	x	0%
CCC1(c2ccc(F)cc2)NC(=O)N(CC(=O)Nc2ccc3c(c2)OCCO3)C1=O (stereo not drawn)	-12%	-1%	x	-5%	3%	u	x	x	x
N=c1n(CC(=O)c2ccc([N+](=O)[O-])cc2)c2ccccc2n1Cc1ccccc1	0%	-15%	41%[activator]	22%	13%	u	1%	0.4	5%
CCc1cc(=O)oc2cc3oc(C)c(C)c3cc12	1%	-1%	-5%	19%	5%	-22%	10%	-0.7	-1%
COCCSc1nnc(NC(=O)CCS(=O)(=O)Cc2ccccc2)s1	34%	1%	-15%	33%[activator]	-5%	-1%	u	-0.5	-1%
CCOc1ccccc1C(=O)NCCCCNC(=O)c1ccccc1OCC	x	11%	x	25%	-7%	-2%	x	x	x
